# CIT2 TOR yeast: alters CIT2-GFP fluorescence in TOR pathway yeast screen; 320,000 tested, 0.065% active; S. cerevisiae CIT2-GFP strain, flow cytometry, 3 h; 100 means same as DMSO wells; GFP response vs DMSO, % at 10 µM; AID 2029;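 active = GFP response relative to DMSO above a set limit, near the screen mean plus 3 SD, cut at about 150% in these data; inconclusive = Fewer than 70 cells measured for a yeast strain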;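 note: ratio of well median GFP fluorescence to mean of DMSO wells on the plate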
# LAP4 TOR yeast: modulators of TOR pathway LAP4-GFP in S. cerevisiae; S. cerevisiae LAP4-GFP multiplex, flow cytometry GFP, 3 h; median GFP as percent of DMSO wells; GFP response vs DMSO, % at 10 µM; 320,000 tested, 0.34% active; AID 2023;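 active = GFP response vs DMSO above a set limit, about the screen mean plus 3 SD, cut at about 150% in these data; inconclusive = under 70 cell events counted for the yeast strain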
# VLA-4 inh: inhibition in a human VLA-4 binding assay. P13612. VLA-4 expressing cells, ligand binding flow cytometry. inhibition, % (about 7 µM as worked out from the volumes in the protocol). 330,000 tested, 0.2% active. AID 2557; in the data active = inhibition above about 50%
# Target sequence (P13612 whole entry, looked up): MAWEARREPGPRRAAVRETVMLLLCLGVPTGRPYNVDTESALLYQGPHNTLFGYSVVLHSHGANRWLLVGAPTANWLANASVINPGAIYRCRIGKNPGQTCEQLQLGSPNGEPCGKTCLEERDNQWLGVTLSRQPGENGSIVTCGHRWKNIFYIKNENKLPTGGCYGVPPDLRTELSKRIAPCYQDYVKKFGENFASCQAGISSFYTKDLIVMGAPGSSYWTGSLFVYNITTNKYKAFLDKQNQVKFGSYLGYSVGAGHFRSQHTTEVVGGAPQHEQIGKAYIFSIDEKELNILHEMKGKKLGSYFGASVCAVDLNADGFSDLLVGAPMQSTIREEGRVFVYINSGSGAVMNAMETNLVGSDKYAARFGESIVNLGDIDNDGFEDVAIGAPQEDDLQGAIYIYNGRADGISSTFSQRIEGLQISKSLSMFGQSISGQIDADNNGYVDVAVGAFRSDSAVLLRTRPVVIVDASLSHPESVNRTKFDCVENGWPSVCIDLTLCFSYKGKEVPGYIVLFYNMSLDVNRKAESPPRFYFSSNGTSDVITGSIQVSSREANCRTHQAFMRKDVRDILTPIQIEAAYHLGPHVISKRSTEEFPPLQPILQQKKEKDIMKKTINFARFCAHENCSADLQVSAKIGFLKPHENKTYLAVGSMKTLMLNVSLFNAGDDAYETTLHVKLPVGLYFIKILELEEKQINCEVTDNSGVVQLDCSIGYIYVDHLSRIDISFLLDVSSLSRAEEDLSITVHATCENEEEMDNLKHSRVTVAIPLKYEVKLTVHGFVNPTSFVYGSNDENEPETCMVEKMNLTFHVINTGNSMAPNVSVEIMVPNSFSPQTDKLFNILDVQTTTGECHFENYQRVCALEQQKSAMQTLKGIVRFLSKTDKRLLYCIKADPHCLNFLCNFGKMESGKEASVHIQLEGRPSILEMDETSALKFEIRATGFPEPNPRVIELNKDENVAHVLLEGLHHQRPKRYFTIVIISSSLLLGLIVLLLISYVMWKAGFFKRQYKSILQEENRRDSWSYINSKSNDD
# GRK2 inh: human GRK2 inhibition via aptamer displacement. bead flow cytometry, FAM-aptamer displacement from GRK2. inhibition of aptamer binding, % at 10 µM. 330,000 tested, 0.59% active. AID 488847;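 active = inhibition of aptamer binding above 40%, roughly 3 SD of noise, on plates passing a quality check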;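 note: median bead fluorescence of bound FAM aptamer so fluorescent compounds give negative values; no value below 0 was filed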
# GASC-1 inh: human JMJD2C demethylase inhibition | Q9H3R0 | GST-JMJD2C(1-420) H3K9me3 demethylation, DELFIA europium | inhibition, % at 2.35 µM | 330,000 tested, 0.069% active | AID 2099;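 active = more than half of a compound's replicate wells show inhibition beyond 50%, single wells judged on their own value; inconclusive = some, but no more than half, of replicates pass 50% inhibition; inactive = no replicate passes 50% inhibition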;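 note: signal counts dimethyl H3K9 product captured on neutravidin plate; 0% = median of DMSO wells and 100% = 0.3 times that DMSO median; strong numbers were not always called active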
# AGP1 TOR yeast: alters AGP1-GFP fluorescence in TOR pathway yeast screen | S. cerevisiae AGP1-GFP multiplex flow cytometry, 3 h; GFP as percent of DMSO wells | GFP response vs DMSO, % at 10 µM | 320,000 tested, 0.02% active;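 active = GFP response relative to DMSO above a set limit, near screen average plus 3 SD, cut at about 150% in these data; inconclusive = fewer than 70 cells counted for the yeast strain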;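 note: median GFP channel fluorescence of the gated AGP1 strain per well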
# MEP2-GFP yeast: alters MEP2-GFP fluorescence in TOR pathway yeast screen; S. cerevisiae MEP2-GFP strain, flow cytometry GFP, 3 h; 100% = DMSO control level; 330,000 tested, 0.51% active; GFP response vs DMSO, % at 10 µM;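 active = GFP response versus DMSO above a set limit, roughly screen mean plus 3 SD, cut at about 180% in these data; inconclusive = fewer than 70 cells counted for a yeast strain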;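 note: median GFP fluorescence of the barcode-gated MEP2-GFP cells per well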
# RPL19A-GFP yeast: yeast TOR pathway RPL19A-GFP modulation; S. cerevisiae RPL19A-GFP strain, flow cytometry, 3 h; stronger effect = lower value; 330,000 tested, 0.3% active; percent response vs DMSO, % at 10 µM;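 active = percent response vs DMSO below 50%; inconclusive = fewer than 70 events counted for the yeast strain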;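 note: median channel GFP fluorescence of the barcoded RPL19A-GFP strain; ratio of sample median GFP to plate DMSO average so 100% = DMSO; lower means less RPL19A-GFP as with rapamycin TOR inhibition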
# Numbers without * were called inactive; ? = inconclusive; / = no result given; & = joins results of further samples.
SMILES,CIT2 TOR yeast,LAP4 TOR yeast,VLA-4 inh,GRK2 inh,GASC-1 inh,AGP1 TOR yeast,MEP2-GFP yeast,RPL19A-GFP yeast
COc1ccc(NC(=O)CN(C)C(=O)c2ccc(=O)[nH]c2)cc1,94,95,-6,2,4,97,99,95
COc1cccc(NC(=O)CNC(=O)c2ccc(F)cc2)c1,102,101,-5,0,3,102,101,99
Cc1ccc2c(C)c(C(=O)Nc3ccc(S(N)(=O)=O)cc3)oc2c1C,94,93,-2,0,0,91,101,89
CCC(=O)N1N=C(c2ccc(NS(=O)(=O)c3ccccc3)cc2)CC1c1ccco1 (centres undefined),97,101,-13,3,5,102,98,96
Cc1ccc(NC(=O)OCCN2CCN(Cc3ccccc3)CCC2=O)cc1C,96,106,-9,0,2,86,85,102
CSCC[C@H](NC(=O)c1cccc(S(=O)(=O)N2CCCCC2)c1)c1nc2ccccc2[nH]1,105,104,8,0,-16,102,100,101
Nc1c(Cl)c(Cl)nc(C(=O)OCC(=O)NCc2ccccc2)c1Cl,106,104,6,0,-2,107,107,103
Nc1nnc(CCS(=O)(=O)c2cc(Cl)ccc2Cl)s1,98,93,1,1,-14,97,98,99
Cc1cc(C(=O)NNC(=S)NC(C)c2ccccc2)c2ccccc2n1 (centres undefined),93,93,-5,5,2,100,90,92
COc1ccccc1NC(=O)c1ccc(NC(=O)COC(=O)c2ccc(O)cc2)cc1,104,106,-1,0,0,102,102,102
Cc1cccc(NC(=S)NNc2ncc(C(F)(F)F)cc2Cl)c1,97,91,42,3,3,98,100,103
Cc1cc(C)cc(OCC(=O)N2CCc3ccccc3C2)c1,95,111,-16,2,8,101,119,100

# Record cards, from the list above:
# Listed for Cc1cc(C)cc(OCC(=O)N2CCc3ccccc3C2)c1 : CIT2 TOR yeast = 95; LAP4 TOR yeast = 111; VLA-4 inh = -16; GRK2 inh = 2; GASC-1 inh = 8; AGP1 TOR yeast = 101; MEP2-GFP yeast = 119; RPL19A-GFP yeast = 100
# Listed for COc1cccc(NC(=O)CNC(=O)c2ccc(F)cc2)c1 : CIT2 TOR yeast = 102; LAP4 TOR yeast = 101; VLA-4 inh = -5; GRK2 inh = 0; GASC-1 inh = 3; AGP1 TOR yeast = 102; MEP2-GFP yeast = 101; RPL19A-GFP yeast = 99
# Listed for Nc1nnc(CCS(=O)(=O)c2cc(Cl)ccc2Cl)s1 : CIT2 TOR yeast = 98; LAP4 TOR yeast = 93; VLA-4 inh = 1; GRK2 inh = 1; GASC-1 inh = -14; AGP1 TOR yeast = 97; MEP2-GFP yeast = 98; RPL19A-GFP yeast = 99

# An excerpt from above in order of heavy-atom count, ascending.
SMILES,CIT2 TOR yeast,LAP4 TOR yeast,VLA-4 inh,GRK2 inh,GASC-1 inh,AGP1 TOR yeast,MEP2-GFP yeast,RPL19A-GFP yeast
Cc1cc(C)cc(OCC(=O)N2CCc3ccccc3C2)c1,95,111,-16,2,8,101,119,100
COc1ccc(NC(=O)CN(C)C(=O)c2ccc(=O)[nH]c2)cc1,94,95,-6,2,4,97,99,95
CSCC[C@H](NC(=O)c1cccc(S(=O)(=O)N2CCCCC2)c1)c1nc2ccccc2[nH]1,105,104,8,0,-16,102,100,101

# The listing continues:
SMILES,CIT2 TOR yeast,LAP4 TOR yeast,VLA-4 inh,GRK2 inh,GASC-1 inh,AGP1 TOR yeast,MEP2-GFP yeast,RPL19A-GFP yeast
COc1ccc(NC(=O)c2cc(-c3ccc(C)o3)nc3ccccc23)cc1,95,96,0,5,5,97,98,99
N#C/C(=C\c1ccc(OCc2ccc(Cl)cc2)cc1)C(=O)Nc1cccc(C(=O)O)c1,99,100,3,6,5,98,108,105
CC(C)NC(=O)N(C)C[C@H]1Oc2ccc(NC(=O)C3CCCCC3)cc2C(=O)N([C@H](C)CO)C[C@@H]1C,102,107,2,6,/,109,102,108
Cc1ccc(C)c(S(=O)(=O)N2CCN(C(=O)c3ccnn3C)CC2)c1,113,106,8,1,?,103,102,104
COCCSc1nc2c(c(=O)[nH]c(=O)n2C)n1Cc1cccc(C)c1,101,91,-3,1,29,100,95,104
O=C1CC(N2CCC(c3nc4ccccc4[nH]3)CC2)C(=O)N1c1cccc(F)c1 (centres undefined),101,96,1,2,-24,101,102,99
Cc1oc(C(C)(C)C)cc1C(=O)Nc1ccc2c(c1)OCCO2,92,107,12,0,3,90,98,98
Cc1c(C(C)CCCO)oc(=O)c2c1Oc1c(C)c(C(C)C[C@@H](C)O)oc(=O)c1C2 (some centres undefined),104,101,-9,0,1,100,99,100
Cc1ccc(S(=O)(=O)N2CC(O)CC2C(=O)OCc2nc3sc(C)c(C)c3c(=O)[nH]2)cc1 (centres undefined),92,102,10,11,-2,95,120,106
O=C(COC(=O)[C@H](Cc1ccccc1)N1C(=O)c2ccccc2C1=O)Nc1ccc2c(c1)OCO2,96,102,28,0,4,98,100,101
COc1cccc(CNC(=O)N2CCN(c3ccccc3C)CC2)c1,93,92,13,0,185,93,107,98
Cc1nn(Cc2ccc(C(=O)N3CCN(C(=O)c4ccco4)CC3)o2)c(C)c1[N+](=O)[O-],101,111,-1,0,10,102,105,97
CN(c1cccc(NC(=O)c2ccc(C(C)(C)C)cc2)c1)S(C)(=O)=O,88,94,29,1,8,97,98,96
Cc1ccc(SCCC(=O)NCCSCc2ccccc2C)cc1,91,106,11,0,-15,97,100,100
CC(C)(C)NC(=O)COC(=O)c1ccc(O)cc1,84,101,-15,0,0,96,92,95
CCn1c(NCc2ccccn2)nc2c1c(=O)n(C)c(=O)n2C,100,99,22,0,0,100,94,97
C/C=C/C=C\C(=O)Nc1cccc(C2=NOC3(C2)C[C@@H](C(N)=O)N(C(=O)/C(C)=C/C)C3)c1 (some centres undefined),96,126,18,7,-5,88,103,99
Nc1nonc1-n1nnc(C(=O)N/N=C/c2cccc(Cl)c2)c1CN1CCCCCC1,103,110,-2,0,-6,104,106,101
O=C(C1CCN(S(=O)(=O)c2cccc3cccnc23)CC1)N1CCN(c2ccccc2)CC1,111,100,41,1,/,110,107,103
COc1ccccc1CNC(=O)C1CCN(S(=O)(=O)N2CC(C)CC(C)C2)CC1 (centres undefined),98,94,6,0,-14,102,93,99
COC(=O)/C=c1/sc2nc3ccccc3n2c1=O,87,77,-9,5,24,85,97,117
Cc1cc(C)nc(Sc2ccc3nnc(C(F)(F)C(F)(F)C(F)(F)F)n3n2)n1,105,97,-8,0,7&-9,96,102,97
COc1cc(C(C)=O)ccc1Oc1ncccn1,97,100,12,0,-5,96,81,88
Cc1ccc(C)c(N2CCN(S(=O)(=O)c3c(C)[nH]c(C)c3C(=O)N3CCCC3)CC2)c1,94,92,25,2,-12,95,95,95
OCCC1CN(Cc2cccc3c2OCO3)CCN1C1CCCCC1 (centres undefined),107,94,-9,99*,-3,104,105,109
COc1ccc(O)c(/C=N/NC(=O)c2ccc(OCc3cccc(Br)c3)cc2)c1,104,98,1,9,26,102,101,95
O=C(CC(c1ccccc1)c1ccco1)N1CCOCC1 (centres undefined),98,100,-2,0,-1,100,102,99
CC(C)(C)C(=O)NC(NC(=S)Nc1ccc(S(N)(=O)=O)cc1)C(Cl)(Cl)Cl (centres undefined),96,100,0,4,18,96,111,98
CN(C(=O)Cn1cc([N+](=O)[O-])ccc1=O)C1CCCCC1,82,104,14,3,-2,88,98,100
O=C(Nc1ccc2c(c1)CCC2)c1ccccc1F,101,95,9,0,5,100,99,107
COc1nc(-c2ccccc2)c2c(c1C#N)CC(C)(C)OC2,94,94,5,0,-6,90,101,100
COc1ccc(Cn2nnnc2C(c2ccccn2)N2CCN(c3cc(Cl)ccc3C)CC2)cc1 (centres undefined),63,90,-7,0,6,74,93,111
COc1cccc(/C(C)=N/NC(=O)c2cc(-c3cccnc3)nc3ccccc23)c1,105,90,-7,0,-7,105,105,106
CC1(C)C([N+](=O)[O-])C(c2ccc(F)cc2)NC(c2ccc(F)cc2)C1[N+](=O)[O-] (centres undefined),94,98,2,0,59,100,96,95
COc1ccc(OC)c(NC(=O)CCc2nnc3ccc(N4CCC(C)CC4)nn23)c1,97,86,3,4,56,91,103,97
Cc1cc(=O)oc2cc(OCC(=O)Nc3cccnc3)ccc12,101,96,10,0,4,98,103,104

# Part of the list above, field by field:
> O=C(Nc1ccc2c(c1)CCC2)c1ccccc1F
  CIT2 TOR yeast = 101
  LAP4 TOR yeast = 95
  VLA-4 inh = 9
  GRK2 inh = 0
  GASC-1 inh = 5
  AGP1 TOR yeast = 100
  MEP2-GFP yeast = 99
  RPL19A-GFP yeast = 107
> CN(C(=O)Cn1cc([N+](=O)[O-])ccc1=O)C1CCCCC1
  CIT2 TOR yeast = 82
  LAP4 TOR yeast = 104
  VLA-4 inh = 14
  GRK2 inh = 3
  GASC-1 inh = -2
  AGP1 TOR yeast = 88
  MEP2-GFP yeast = 98
  RPL19A-GFP yeast = 100
> OCCC1CN(Cc2cccc3c2OCO3)CCN1C1CCCCC1 (centres undefined)
  CIT2 TOR yeast = 107
  LAP4 TOR yeast = 94
  VLA-4 inh = -9
  GRK2 inh = 99*
  GASC-1 inh = -3
  AGP1 TOR yeast = 104
  MEP2-GFP yeast = 105
  RPL19A-GFP yeast = 109

# Assay outcomes as filed in PubChem BioAssay.
